Screening results (PubChem)
GSK3A inh – blocks human GSK-3 alpha kinase; P49840; ADP-Glo luminescence, 60 min; inhibition, % at 10 µM; actives 0.1% (n = 320,000); AID 2650;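 in the data active means inhibition above about 50%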;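 further: GST-tagged GSK-3 alpha with peptide substrate and 25 µM ATP; 0% = DMSO neutral wells and 100% = GW8510 positive control wells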
Target sequence (P49840 whole entry, looked up): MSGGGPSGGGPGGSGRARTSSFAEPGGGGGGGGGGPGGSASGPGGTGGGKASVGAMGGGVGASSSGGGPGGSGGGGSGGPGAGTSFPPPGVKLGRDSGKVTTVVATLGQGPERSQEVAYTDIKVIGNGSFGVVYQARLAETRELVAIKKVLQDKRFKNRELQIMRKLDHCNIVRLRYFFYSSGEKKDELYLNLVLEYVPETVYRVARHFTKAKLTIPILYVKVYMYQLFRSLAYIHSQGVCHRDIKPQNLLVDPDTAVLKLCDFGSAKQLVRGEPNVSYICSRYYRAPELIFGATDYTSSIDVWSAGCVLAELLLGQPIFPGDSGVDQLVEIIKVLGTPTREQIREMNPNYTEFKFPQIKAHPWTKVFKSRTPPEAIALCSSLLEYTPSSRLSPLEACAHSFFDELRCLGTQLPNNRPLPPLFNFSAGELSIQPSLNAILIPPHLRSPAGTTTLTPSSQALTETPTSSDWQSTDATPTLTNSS
DYRK1A inh – inhibitors of rat Dyrk1A kinase | Q63470 | ADP-Glo luminescence, NFATc1 peptide | actives 0.43% (n = 310,000) | AID 504441 | inhibition, % at 12.5 µM; in the data active means inhibition above about 50%;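 further: plate controls were vehicle with enzyme for no effect and no enzyme for full effect; many of its hits are not listed in these tables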
Starred values were filed as active, the others as inactive. Not all compounds are listed. The share of hits here may be higher or lower than overall.

Compound | DYRK1A inh | GSK3A inh
C=CC[C@H](CC(=O)NCCO)C(=O)NCCOC(=O)[C@@H](CC=C)CC(=O)OC(C)(C)C | -0.4 | -0.7
COCCn1c(SCC(=O)NNC(=O)c2ccccc2)nc2ccccc21 | 4.5 | -3.0
COc1ccccc1C(=O)NCCC(=O)NCC1CCCO1 (stereo not given) | -1.9 | 0.2
CSCCC1NC(=O)N(CC(=O)Nc2cc(C)on2)C1=O (stereo not given) | -5.4 | 1.9
CCN(C(=O)CSc1nc(-c2cccs2)nc2ccccc12)C1CCS(=O)(=O)C1 (stereo not given) | 16.8 | 8.9
C=CCn1c(=S)[nH]c2cc(C(=O)NCCc3ccc(S(N)(=O)=O)cc3)ccc2c1=O | -0.1 | -0.1
COc1ccccc1NS(=O)(=O)c1cc(NC(=O)c2cc(F)c(F)c(F)c2F)ccc1N1CCOCC1 | -2.7 | -3.3
CN(C(=O)c1ccc(NC(=O)Cc2cccc(NC(=O)C3CCN(C(=O)c4ccccc4)CC3)c2)cc1)C1CCCC1 | 3.0 | -1.8
CC(C)CCCN1C(N(C)C)=NC[C@@H]1Cc1ccccc1 | -10.0 | 0.0
CC(=O)NC(CC(=O)NNC(=O)COc1c(C)cccc1C)c1ccccc1 (stereo not given) | -2.2 | -1.2
COc1cc(OC)cc(C(=O)N2CCN(S(=O)(=O)c3ccc(Cl)s3)CC2)c1 | 4.4 | -1.6
CC(C)(C)OC(=O)NCc1ccc(CNC(=O)c2nc[nH]c2C(=O)N2CCN(c3ccccc3)CC2)cc1 | 6.9 | -2.5

Other results:
Compound | DYRK1A inh | GSK3A inh
COc1cccc(CC(=O)Nc2cc(S(=O)(=O)N3CCCCC3)ccc2C)c1 | 6.1 | 4.1
CCN(CC(=O)Nc1ccccc1C(F)(F)F)C(=O)c1ccc2c(=O)n3c(nc2c1)CCC3 | 1.8 | 0.3
COc1ccc(C(=O)OCC(=O)c2ccc[nH]2)cc1 | -0.2 | -1.3
O=C(NCCOc1ccccc1F)C1CC(=O)N(Cc2ccccc2)C1 (stereo not given) | -2.2 | -1.1
CC(C)(C)c1ccc(C(=O)N2CCN(S(=O)(=O)c3ccc(Br)s3)CC2)cc1 | 0.9 | -3.5
Cc1ccc(C(=O)OCC(=O)NC(C)C2CC3CCC2C3)cc1N (stereo not given) | 0.3 | 1.3
COc1cccc(-c2cc3onc(-c4ccccc4)c3c(=O)n2C)c1 | 10.9 | -0.8
CC(C)(C)OC(=O)C[C@H]1C/C=C\C[C@@H](CC(=O)N(CCO)Cc2ccccc2)C(=O)NCCOC1=O | 0.8 | -1.5
CCN(CC(=O)NCc1cccs1)C(=O)c1ccc(S(=O)(=O)N(C)c2ccccc2)cc1 | 0.3 | -1.8
CN(CC(=O)Nc1cccc(F)c1)C(=O)c1sc2ccccc2c1Cl | 6.9 | -8.9
CCN(C(=O)CN1CCC(C(=O)OC)CC1)c1c(N)n(Cc2ccccc2)c(=O)[nH]c1=O | 0.9 | 1.0
CCN(CC(=O)Nc1cc(Cl)ccc1C)C(=O)CCc1nc2ccccc2c(=O)[nH]1 | -3.0 | 0.9

(next part)
Compound | DYRK1A inh | GSK3A inh
COc1ccc2c(c1)oc1c(SCc3nc4ccccc4[nH]3)nc(C)nc12 | -1.3 | -1.5
CC(C)c1ccc(NC(=O)COC(=O)C2CC3C=CC2C3)cc1 (stereo not given) | 2.8 | -1.3
Cc1nc(SCC(=O)Nc2ccccc2Cl)c2c(C)c(C)sc2n1 | 2.8 | -2.0
CC(C)CN(C(=O)C1COc2ccccc2O1)c1c(N)n(CC(C)C)c(=O)[nH]c1=O (stereo not given) | -0.7 | -8.6
CCn1c(C)nc2cc(C(=O)NN=Cc3ccc([N+](=O)[O-])cc3)ccc21 | -2.2 | -5.2
CN(CCN(C)C(=O)c1[nH]cnc1C(=O)Nc1ccccc1)C(=O)c1[nH]cnc1C(=O)Nc1ccccc1 | 12.6 | 2.2
CCN(Cc1ccccc1)C(=O)c1ccc(C)c(S(=O)(=O)N2CCCCC2)c1 | -1.2 | -5.8
Cc1ccc(S(=O)(=O)NC2CCSC2=O)cc1C (stereo not given) | -2.6 | 1.8
O=C(OCC(=O)N1CCC(Cc2ccccc2)CC1)c1ccc(CO)cc1 | -3.5 | 1.0
O=C1C=C(c2ccc3c(c2)oc2ccccc23)C[C@@H](c2ccc3c(c2)OCO3)C1 | -10.0 | -0.2
COc1ccc(C(=O)NCc2cccnc2)cc1C(=O)NCc1cccnc1 | -1.7 | -2.6
Cc1c(C(=O)NNC(=O)c2ccncc2)oc2ccccc12 | 1.9 | 4.8

Later entries.
Compound | DYRK1A inh | GSK3A inh
CCN(C(=O)COC(=O)CCn1c(C)csc1=O)c1c(N)n(Cc2ccccc2)c(=O)[nH]c1=O | -3.6 | -5.3
C=CCOc1ccc(/C=C/C(=O)OCC(=O)N2CCC(c3ccccc3)=N2)cc1 | -1.1 | -41.3
C#CCOCCOCCOCCNc1nc(N2CCN(C(=O)[C@H](CCCCN)n3cc(CN)nn3)CC2)nc(N2CCN(C(=O)[C@H](CO)n3cc([C@@H](N)C(C)C)nn3)CC2)n1 | 6.7 | 11.6
COc1cc(C(=O)NC2CCN(C)CC2)ccc1Nc1ncc2c(n1)N(C1CCC(O)CC1)CCC(=O)N2C (stereo not given) | 28.3 | -2.0
COc1ccc(O)c(C(=O)c2cnn(C(=O)c3cccc(S(=O)(=O)N(C)C)c3)c2)c1 | -2.9 | -6.5
COc1cc(OC)cc(-c2c(C#Cc3ccsc3)c3cc(Br)ccc3n2C)c1 | -12.5 | -0.6
O=C(COc1cccnc1[N+](=O)[O-])Nc1cccc(Br)c1 | 4.5 | -5.1
CC(=O)Nc1ccc(C=NNc2ccc([N+](=O)[O-])cc2S(=O)(=O)Nc2ccccc2C(=O)O)cc1 | -1.4 | 1.3
Cn1nc(C(=O)NC2CCC(O)CC2)c2ccccc2c1=O (stereo not given) | -2.3 | -4.2
CCCCN1C(=N)N([C@@H](C)CN2CCC[C@H]2CN2C(N)=NC[C@H]2CC(C)C)C[C@H]1[C@H](C)CC | 0.5 | 2.2
N#Cc1ccccc1NC(=O)COC(=O)/C=C/c1ccc(S(=O)(=O)N2CCOCC2)cc1 | 0.1 | -1.6
C/C=C(/C)C(=O)O[C@@H]1c2c(ccc3ccc(=O)oc23)OC(C)(C)[C@@H]1OC(C)=O | 1.6 | -1.9

Going on with the list:
Compound | DYRK1A inh | GSK3A inh
Nc1cc(C(=O)OCC(=O)N2CCC(Cc3ccccc3)CC2)ccc1Cl | 5.0 | 1.1
O=S(=O)(NCCC1=CCCCC1)c1ccccc1Cl | 6.0 | 3.5
COc1ccc(NC(=O)Nc2ccc3c(c2)CC(=O)N([C@H](C)CO)C[C@H](C)[C@H](CN(C)Cc2ccc(C(=O)O)cc2)O3)cc1 | -4.9 | -1.0
CCOC(=O)[C@H]1[C@H]2COc3ccc(C)cc3[C@@H]2N2C(=O)c3cc(F)ccc3NC(=O)[C@@]12C | 1.2 | 0.7
COc1cccc(OC)c1C(=O)Nc1cccc(S(=O)(=O)Nc2ccccc2Cl)c1 | -4.7 | 4.9
O=C(Nc1ccc(N2CCOCC2)cc1N1CCOCC1)c1ccc(F)cc1 | 0.4 | 0.3
Cn1cncc1C#Cc1ccc2cc(CCCO)oc(=O)c2c1 | 19.9 | -0.1
COc1ccccc1-n1nnnc1SCC(=O)N(C)C1CCS(=O)(=O)C1 (stereo not given) | -1.5 | 5.4
COCCN(Cc1nnc(-c2cccs2)o1)C(=O)CN1C(=O)NC2(CCCCC2)C1=O | -0.3 | -4.2
CCOc1ccc(NC(=O)c2cc(C3CC3)nc3c2cnn3C(C)C)cc1OC | -3.3 | -3.3
COc1cc(OC)cc(C(=O)NNC(=O)CN2C(=O)NC3(CCCC3)C2=O)c1 | 1.0 | -2.8
CC[C@@]1(C(=O)OC)N[C@H](CN(C)S(=O)(=O)c2ccccc2)[C@@H]2C(=O)N(Cc3ccccc3)C(=O)[C@@H]21 | -1.7 | 0.5

Further records follow.
Compound | DYRK1A inh | GSK3A inh
O=C(NNC(=O)c1ccc([N+](=O)[O-])cc1)c1ccc(NS(=O)(=O)c2cccs2)cc1 | 6.3 | -2.2
COc1ccc(CNC(=O)COC(=O)[C@H](Cc2ccccc2)NC(=O)c2cccs2)cc1 | -7.4 | -0.9
COc1cc(Cl)c(C)cc1NC(=O)CC1SC(N2CCOCC2)=NC1=O (stereo not given) | 3.0 | -5.8
Cc1ccc(C(=O)Nc2nc(-c3ccccn3)cs2)s1 | -0.9 | -3.4
CC(=O)N1c2ccc(F)c(F)c2C[C@H]1C | 6.1 | -1.4
CC(Sc1nnc(C2CC2)n1C1CC1)C(=O)Nc1ccc(C(N)=O)cc1 (stereo not given) | 2.8 | -1.3
O=C1C=C(c2cccc(Cl)c2)C[C@@H](c2ccc3c(c2)OCO3)C1 | -48.0 | -0.9
CN(C(=O)COC(=O)C12CC3CC(CC(Cl)(C3)C1)C2)C1(C#N)CCCCC1 | 1.7 | -2.8
Cc1nc(SC(C)C(=O)NCc2ccc3c(c2)OCO3)nc(C)c1C (stereo not given) | -1.6 | -7.0
Cc1cc(OCC(=O)OCC(=O)Nc2ccc(Cl)cn2)ccc1Cl | 5.4 | -1.6
O=C(Nc1ccc(Br)cn1)c1cccc(S(=O)(=O)N2CCCC2)c1 | 3.9 | -0.9
O=C1CN(C(=O)CSc2nnnn2C2CC2)c2ccccc2N1 | -3.1 | 4.1

Single records, from the list above. Order of values: DYRK1A inh	GSK3A inh
Results for O=C1C=C(c2cccc(Cl)c2)C[C@@H](c2ccc3c(c2)OCO3)C1 = -48.0	-0.9
Results for C=CC[C@H](CC(=O)NCCO)C(=O)NCCOC(=O)[C@@H](CC=C)CC(=O)OC(C)(C)C = -0.4	-0.7
Results for O=C1C=C(c2ccc3c(c2)oc2ccccc23)C[C@@H](c2ccc3c(c2)OCO3)C1 = -10.0	-0.2

Compounds from the list above that have two or more sulfur atoms (10):
Compound | DYRK1A inh | GSK3A inh
CCN(C(=O)CSc1nc(-c2cccs2)nc2ccccc12)C1CCS(=O)(=O)C1 (stereo not given) | 16.8 | 8.9
C=CCn1c(=S)[nH]c2cc(C(=O)NCCc3ccc(S(N)(=O)=O)cc3)ccc2c1=O | -0.1 | -0.1
COc1cc(OC)cc(C(=O)N2CCN(S(=O)(=O)c3ccc(Cl)s3)CC2)c1 | 4.4 | -1.6
CC(C)(C)c1ccc(C(=O)N2CCN(S(=O)(=O)c3ccc(Br)s3)CC2)cc1 | 0.9 | -3.5
CCN(CC(=O)NCc1cccs1)C(=O)c1ccc(S(=O)(=O)N(C)c2ccccc2)cc1 | 0.3 | -1.8
Cc1nc(SCC(=O)Nc2ccccc2Cl)c2c(C)c(C)sc2n1 | 2.8 | -2.0
Cc1ccc(S(=O)(=O)NC2CCSC2=O)cc1C (stereo not given) | -2.6 | 1.8
COc1ccccc1-n1nnnc1SCC(=O)N(C)C1CCS(=O)(=O)C1 (stereo not given) | -1.5 | 5.4
O=C(NNC(=O)c1ccc([N+](=O)[O-])cc1)c1ccc(NS(=O)(=O)c2cccs2)cc1 | 6.3 | -2.2
Cc1ccc(C(=O)Nc2nc(-c3ccccn3)cs2)s1 | -0.9 | -3.4

More records follow.
Compound | DYRK1A inh | GSK3A inh
Cc1ccc(S(=O)(=O)Nc2ccc3cn[nH]c3c2)cc1 | 11.0 | 2.6
O=[N+]([O-])c1ccccc1S(=O)(=O)Nc1ccc(S(=O)(=O)N2CCCC2)cc1 | -7.5 | -1.2
CC(C)(C)OC(=O)N[C@H](C(=O)OC(C)(C)C)c1ccccc1 | 8.4 | -0.8
C=C1CC[C@@]23CC[C@]4(C)[C@@](OC2=O)([C@@H]3C1)[C@H]1O[C@H]1C1[C@@]2(C)CC[C@H](O)C(C)(C)C2CC[C@]14C (stereo not given in full) | -2.2 | -1.0
O=C(C[C@H]1C/C=C\C[C@@H](Cc2ccc(F)cc2)C(=O)O[C@H](c2ccccc2)CNC1=O)N[C@@H](CO)Cc1ccccc1 | -0.3 | 4.1
COc1ccc(S(=O)(=O)N2CCN(C(=O)c3cc(C4CC4)nn3-c3ccccc3)CC2)cc1OC | -1.6 | -1.5
Cc1ccc(NC(=O)CCC(=O)N2CCN(S(=O)(=O)c3ccc(C)cc3)CC2)cc1 | 0.3 | -3.5
Cc1ccc(S(=O)(=O)N2CCCCC2)cc1NC(=O)C1CCC1 | -3.0 | -1.3
O=C(COc1cccc2cccnc12)Nc1cccc(S(=O)(=O)N2CCCC2)c1 | 1.2 | 1.1
Cc1ccc(C(=O)N(Cc2nnc(-c3ccc(Cl)cc3)o2)C2CC2)o1 | 0.5 | 0.7
NC[C@H](Cc1ccccc1)NCCCCC1CCCCC1 | 9.7 | 3.2
COc1ccc(NS(=O)(=O)c2cccc(C(=O)NN=C(C)c3ccco3)c2)cc1 | -1.9 | 1.0
